# FAS-TE inh: inhibitors of human fatty acid synthase thioesterase domain. P49327. recombinant FAS-TE, OMFH fluorogenic substrate, fluorescence endpoint. inhibition, % at 15 µM. 0.67% of 360,000 active. AID 602261;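 active = compounds whose normalised, plate-corrected inhibition of enzyme fluorescence in the single-dose primary screen is 50% or more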;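 also: 0% = DMSO with enzyme and 100% = substrate without enzyme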
# MT1-MMP act inh: inhibitors of human MT1-MMP activation. 0.061% of 360,000 active. GFP/RFP ratio change, % at 20 µM. HT1080 RFP-PRO-GFP cells, GFP/RFP ratio fluorescence, overnight; percent of plate control window, DMSO zero. P50281. AID 651647;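 active = GFP/RFP ratio change of at least 30% with cell ATP level not reduced by more than half and red fluorescence within 50% of control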; also: strong numbers were not always called active
#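 Assay system: HT1080 RFP-PRO-GFP cells | Dosing: 20 µM single dose, 1% DMSO | Incubation: Cells overnight before dosing, compound overnight, 37 °C, 5% CO2 | Evaluation: GFP/RFP fluorescence ratio | Control set: DMSO-only wells and HT1080 RFP-L50D-GFP cell wells as references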
# PABP1 MLLE inh: blocks PAM2 peptide binding to the PABP1 MLLE domain; P11940; GST-MLLE / FITC-PAM2 fluorescence polarization; inhibition, % at 20 µM; 0.36% of 360,000 active; AID 588489; in the data active = inhibition above about 35%, passing the limit was not always enough;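 also: plate controls were DMSO wells with GST-MLLE for no effect and wells lacking GST-MLLE protein for full effect; some results filed as inactive read as strong as hits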
# Target sequence (P11940 whole entry, looked up, the tested form may be a part): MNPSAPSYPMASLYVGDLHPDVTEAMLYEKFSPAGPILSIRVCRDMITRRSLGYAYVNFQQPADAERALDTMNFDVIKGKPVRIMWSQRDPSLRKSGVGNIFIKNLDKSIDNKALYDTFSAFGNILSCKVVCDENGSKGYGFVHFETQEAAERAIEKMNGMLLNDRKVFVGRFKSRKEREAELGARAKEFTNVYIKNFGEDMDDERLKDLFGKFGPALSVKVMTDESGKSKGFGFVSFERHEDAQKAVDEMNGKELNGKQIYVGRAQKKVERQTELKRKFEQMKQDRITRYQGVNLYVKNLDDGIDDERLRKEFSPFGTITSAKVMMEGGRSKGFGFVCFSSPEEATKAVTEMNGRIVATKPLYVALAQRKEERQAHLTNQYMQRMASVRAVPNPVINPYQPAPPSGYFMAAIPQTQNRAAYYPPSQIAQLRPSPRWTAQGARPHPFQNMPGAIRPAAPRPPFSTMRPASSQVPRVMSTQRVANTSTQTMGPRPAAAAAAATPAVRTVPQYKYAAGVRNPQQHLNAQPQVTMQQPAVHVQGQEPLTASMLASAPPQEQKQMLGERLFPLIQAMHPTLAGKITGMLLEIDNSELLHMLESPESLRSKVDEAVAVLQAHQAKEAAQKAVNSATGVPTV
# Rpn11 block: Rpn11 (human) deubiquitinase inhibition; O00487; human 26S proteasome, Ub4-pepOG fluorescence polarization; 20S core pre-blocked with epoxomicin; calls only at 20 µM; 0.59% of 360,000 active;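 active = inhibition at 20 µM, scaled to each plate's controls, above about 33%, limit read from the data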
# Target sequence (O00487 whole entry, looked up): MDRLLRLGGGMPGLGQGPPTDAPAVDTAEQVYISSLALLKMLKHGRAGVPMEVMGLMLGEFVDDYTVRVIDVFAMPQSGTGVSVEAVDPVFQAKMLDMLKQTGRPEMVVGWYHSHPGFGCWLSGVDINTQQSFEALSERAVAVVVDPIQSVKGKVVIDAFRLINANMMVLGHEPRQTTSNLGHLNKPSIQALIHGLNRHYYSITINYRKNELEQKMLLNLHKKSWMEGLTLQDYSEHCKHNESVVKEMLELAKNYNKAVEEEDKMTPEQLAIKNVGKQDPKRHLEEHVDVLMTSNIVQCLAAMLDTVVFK
# bovine MsrA act: bovine methionine sulfoxide reductase A activation. AID 602163. 0.3% of 360,000 active. purified bovine MsrA, absorbance read-out. activation, % at 10.6 µM; in the data active = activation above about 7.5%;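 also: 0% = vehicle and 100% = reference activator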
# Rin1 Abl inh: inhibitors of human Rin1-Abl protein interaction; P00519+Q13671; TR-FRET Rin1/Abl binding, biochemical; inhibition, % at 7.35 µM; 0.4% of 360,000 active; AID 588664; in the data active = inhibition above about 5%, passing the limit was not always enough
# E coli Lon inh: E. coli protease La inhibition; inhibition, % at 7.94 µM; P0A9M0; purified E. coli Lon protease, fluorescence polarization; AID 602123; 0.42% of 360,000 active; in the data active = inhibition above about 13%, passing the limit was not always enough;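 also: 0% = enzyme with probe and DMSO and 100% = no enzyme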
# MsrA inh: inhibits bovine methionine sulfoxide reductase A; purified bovine MsrA, absorbance read-out; inhibition, % at 15.5 µM; 0.75% of 360,000 active; AID 651718; in the data active = inhibition above about 4.5%;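 also: 0% = vehicle wells with enzyme and 100% = reference inhibitor wells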
# CSN deneddyl inh: CSN deneddylation inhibition; Q92905; Purified CSN, SCF-Nedd8-OG deneddylation, fluorescence polarization; inhibition, % at 12.5 µM; 0.38% of 360,000 active; AID 651999;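 active = pattern-corrected inhibition above about 35%, with an unprinted fluorescence ratio check between 0.5 and 1.5, limit read from the data, passing the limit was not always enough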;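 also: 0% = enzyme with substrate and 100% = substrate without enzyme; some results filed as inactive read as strong as hits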
#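 Assay system: HEK293T-derived human Csn5 enzyme; quantity: 0.24 nM enzyme; medium: Tris/NaCl/DTT buffer, pH 7.5; also added: substrate SCFSkp2-Nedd8OG, 10 nM; doses: 12.5 µM compound; schedule: 90 min reaction at room temperature; signal: FP; read-out: % inhibition of substrate cleavage by Csn5; benchmarks: substrate-only high control, full reaction low control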
# An asterisk follows results filed as active; i = inactive; · = no result given; + = active, no number.
SMILES,FAS-TE inh,MT1-MMP act inh,PABP1 MLLE inh,Rpn11 block,bovine MsrA act,Rin1 Abl inh,E coli Lon inh,MsrA inh,CSN deneddyl inh
C=CCn1c(=N)n(CC(=O)c2ccc(Br)cc2)c2ccccc21,-1.4,-1.0,10.8,i,-1.8,-1.4,-5.1,0.7,2.3
COc1ccc(CCN2C(=O)CS/C2=N\NC(=O)c2cccs2)cc1OC,-5.3,1.5,-0.9,i,-4.1,-0.3,3.7,-0.3,0.8
O=C(NC1CCCC1)C(c1ccsc1)N(C(=O)Cc1cccs1)c1ccc(F)cc1 (centres undefined),-3.4,-3.5,-1.4,i,-1.9,3.7,-1.9,-0.2,-0.2
COc1ccc(N(CC(=O)Nc2ccc(C(C)C)cc2)S(=O)(=O)c2c(C)noc2C)cc1,26.3,1.3,2.7,i,-1.5,-3.0,0.5,0.0,-5.8
CN(C)S(=O)(=O)c1cccc(NC(=O)COc2cccc3ccccc23)c1,23.3,2.1,-2.8,i,1.7,-0.4,0.2,-0.4,-0.7
CCOC(=O)c1sc(=S)n(C)c1NC(=O)c1ccccc1Cl,-5.3,0.4,43.3*,i,-4.3,-3.7,0.5,2.8,-0.9
COC(=O)N/N=C/c1cn(CCOc2ccc(OC)cc2)c2ccccc12,5.4,3.1,3.5,i,-0.6,2.9,-1.7,1.3,2.4
CC1(C(=O)NS(=O)(=O)c2ccccc2)CCN1C(=O)Cc1cccc2ccccc12 (centres undefined),-8.8,-2.4,-7.2,i,2.3,2.4,-6.7,-0.3,-4.0
COc1cc(C2OC(=O)c3ccccc3S2)cc(OC)c1OC (centres undefined),-8.7,0.5,4.8,i,-3.0,-2.8,1.6,-0.7,4.8
O=C(CCSc1nnc2ccccn12)Nc1ccc(F)cc1,-9.8,5.9,2.8,i,-2.6,3.6,0.2,0.1,-8.0
CCN(CC)Cc1c(C(=O)OC(C)C)nnn1-c1nonc1N,-4.3,0.3,-1.5,i,-3.6,0.6,-1.2,-1.5,2.9
CC(=O)NC(CCS(C)(=O)=O)C(=O)Nc1ccccc1 (centres undefined),-6.7,2.8,4.1,i,-4.3,-1.4,0.5,0.4,-2.0
C/C(=N\O)c1c(C)c2ccccc2n1C,-0.8,-1.6,-10.8,i,4.1,0.4,1.2,-0.3,3.7
Cc1ccc(CSc2nnc(-c3ccco3)n2N)cc1,-5.7,2.6,-21.9,i,-4.1,-2.0,5.7,-0.5,-0.1
O=C(NCC1CC1)C1Cc2c(-c3ccccc3Oc3ccccc3)ccnc2O1 (centres undefined),3.0,-1.1,1.7,i,-10.1,-0.9,4.0,-1.2,-1.0
CCC(=O)Nc1cccc(-c2nc3ncccc3o2)c1C,-3.9,-1.1,13.7,i,-2.4,0.2,-2.3,0.2,2.7
O=C(N/N=C/c1cn(-c2cccs2)nc1-c1ccccc1)c1ccc(O)cc1,-4.9,4.0,17.2,i,-4.4,-0.5,-5.9,2.2,0.1
CCn1c(=O)n(CCc2ccccc2)c(=O)c2c3c(sc21)CCCC3,39.4,-9.2,-12.3,i,-2.1,0.5,-9.2,·,7.2
O=C(c1cccnc1)N1CCN(S(=O)(=O)c2cccs2)CC1,-5.2,2.9,-1.6,i,-5.9,3.7,-4.2,-1.1,6.4
CCOc1ccc(C(=O)NCC2CCCO2)cc1OCC (centres undefined),-7.6,-0.5,1.0,i,2.5,0.6,2.7,0.6,-1.1
CC(=O)Nc1nnc(SCC(=O)Nc2nc(C)cs2)s1,-1.6,0.0,11.2,i,-3.3,0.7,-1.7,0.1,2.0
CCOC(=O)c1c(C)oc2ccc(NS(=O)(=O)c3cccs3)cc12,8.7,-0.9,4.3,i,0.2,1.7,15.6,-0.2,0.5
COc1ccc(C(CC(=O)N2CCCC(C)C2)c2c(O)cc(OC)cc2OC)cc1 (centres undefined),3.0,-3.2,-5.3,i,-7.1,4.2,17.7,0.6,-0.1
Cc1ccc(NC(=O)CN(C)C(=O)COc2cc(F)ccc2[N+](=O)[O-])cc1,4.2,0.0,-15.2,i,-3.7,2.8,-0.6,1.0,-2.5
CN1CCN(c2ccc(NC(=O)c3ccc4c(c3)OCCO4)cc2)CC1,-6.8,0.6,-20.6,i,-2.8,6.1,-5.3,0.6,-4.4

# By substructure, those above containing fluorine.
SMILES,FAS-TE inh,MT1-MMP act inh,PABP1 MLLE inh,Rpn11 block,bovine MsrA act,Rin1 Abl inh,E coli Lon inh,MsrA inh,CSN deneddyl inh
O=C(NC1CCCC1)C(c1ccsc1)N(C(=O)Cc1cccs1)c1ccc(F)cc1 (centres undefined),-3.4,-3.5,-1.4,i,-1.9,3.7,-1.9,-0.2,-0.2
O=C(CCSc1nnc2ccccn12)Nc1ccc(F)cc1,-9.8,5.9,2.8,i,-2.6,3.6,0.2,0.1,-8.0
Cc1ccc(NC(=O)CN(C)C(=O)COc2cc(F)ccc2[N+](=O)[O-])cc1,4.2,0.0,-15.2,i,-3.7,2.8,-0.6,1.0,-2.5

# Other results:
SMILES,FAS-TE inh,MT1-MMP act inh,PABP1 MLLE inh,Rpn11 block,bovine MsrA act,Rin1 Abl inh,E coli Lon inh,MsrA inh,CSN deneddyl inh
CCC(=O)Nc1ccc2c(c1)C(=O)N(C1CCCCC1)C2=O,-0.4,8.6,14.8,i,-2.3,0.6,-2.9,-1.1,0.0
COc1cc(NC(=O)CSc2nnc(C)s2)cc(OC)c1,-3.2,-1.7,0.4,i,1.0,0.4,-3.6,-0.2,5.0
O=C(CCNC(=O)c1ccco1)Nc1ccc(F)c(Cl)c1,0.3,0.7,-4.8,i,-3.9,-0.2,1.1,0.2,-1.1
CC(C)(C)NC(=O)CSc1nnc(-c2ccco2)n1Cc1ccco1,-7.8,9.8,0.6,i,-5.9,3.8,-6.7,0.1,-2.8
COc1ccccc1NC(=O)CCC(=O)Nc1nnc(C(F)(F)F)s1,-5.9,-3.3,-1.2,i,-3.7,1.7,-4.7,-0.4,-1.2
Cc1c(NC(=O)COC(=O)c2cc(-c3ccc(-c4ccccc4)cc3)nc3ccccc23)c(=O)n(-c2ccccc2)n1C,16.1,-3.9,-7.6,i,-0.5,2.5,-3.0,-0.6,22.8
COc1cccc(C(=O)OCC(=O)NC(=O)NC2CCCC2)c1O,-2.5,3.0,4.9,i,-1.6,0.1,0.4,1.1,-4.3
CCOC(=O)CNC(=O)c1sc(NC(=O)c2ccccc2)nc1C,-7.9,4.9,-1.3,i,-2.1,-2.4,-6.4,0.1,1.7
CC1=CCC2C(=O)N(c3cc(C)on3)C(=O)C2C1 (centres undefined),-5.0,-1.0,2.9,i,3.8,4.7,0.4,0.2,-2.8
CC(=O)c1ccc(NCCC(=O)c2ccccc2)cc1,-2.5,1.8,-2.9,i,-2.4,-2.6,-4.4,1.6,3.9
O=C(NCCCN1CCCC1=O)Nc1ccccc1F,-4.0,0.1,11.8,i,-5.1,2.2,-3.0,0.2,4.4
Cn1cc(CCC(=O)NC2CC(C)(C)Cc3c2cnn3-c2ccc(F)cc2)cn1 (centres undefined),-6.6,2.1,-6.8,i,-7.4,3.9,6.5,-0.9,0.5
COc1ccc(C(=O)NCCONC(=O)c2ccc(OC)cc2)cc1,-4.8,-4.1,-15.4,i,-4.2,0.1,13.5,-0.5,-3.5
COc1cccc(C2C(C(=O)c3ccc(C)o3)=C(O)C(=O)N2CCN2CCOCC2)c1 (centres undefined),-3.7,-1.6,-3.5,i,-1.4,-4.2,12.4,1.8,5.2
COc1ccc(CC(=O)Nc2ccc(S(=O)(=O)NCC3CCCO3)cc2)cc1 (centres undefined),-7.7,-1.6,31.4,i,-1.3,4.3,1.0,0.0,-7.3
CCc1c(C(=O)OC)nnc2cc(C)nn12,-2.6,0.0,-2.2,i,-1.8,1.6,4.8,-0.1,-5.0
Cc1cc(C)c(NC(=S)NC(NC(=O)c2ccccc2)C(Cl)(Cl)Cl)c(C)c1 (centres undefined),14.0,-11.2,-0.1,i,-7.7,4.0,3.5,2.6,1.6
CCN1C(=O)CS/C1=N\c1nccs1,-7.6,-1.8,-8.7,i,-3.9,-1.1,-8.3,0.8,-2.8
O=C(O)c1ccc(Cl)c(S(=O)(=O)N2CCCC2)c1,-5.5,-8.8,2.3,i,-3.9,0.6,-8.8,-0.6,-0.4
COCCn1c(C)cc(C(=O)COc2ccc(C)nc2[N+](=O)[O-])c1C,-6.4,-4.8,-15.5,i,-1.6,2.4,1.2,-0.2,-1.4
CCN(CC)CCC(=O)N1c2ccccc2CCc2ccc(NC(=O)OC)cc21,-6.1,-1.4,5.5,i,-1.3,-1.4,-3.2,-0.2,-3.7
CC(C)c1ccc(/C=C(\NC(=O)c2ccccc2)C(=O)NCCCN2CCOCC2)cc1,-7.3,6.4,10.4,i,-7.6,-0.4,13.9,1.1,-1.8
Cc1ccsc1C1C(C(=O)O)c2ccccc2C(=O)N1C (centres undefined),-1.5,-3.1,-29.7,+,-2.4,0.8,-4.4,0.4,-1.5
Cc1ccc(-n2ncc3c(N4CCC5(CC4)OCCO5)ncnc32)c(C)c1,-5.3,3.6,3.4,i,-9.8,3.3,-7.2,-0.6,-3.3
CCCCN(CC)c1nc(N)c2c(N)nc(OCC)cc2c1C#N,10.9,-8.4,5.8,i,3.2,0.2,-8.0,1.4,19.6
# Remaining list, next part.
SMILES,FAS-TE inh,MT1-MMP act inh,PABP1 MLLE inh,Rpn11 block,bovine MsrA act,Rin1 Abl inh,E coli Lon inh,MsrA inh,CSN deneddyl inh
COCCn1c(SCC#N)nnc1-c1ccc2c(c1)OCO2,-8.0,3.4,13.5,i,-0.8,0.7,2.0,-0.1,4.5
COc1ccc(OC)c(NC(=O)c2cc3c(=O)n4ccccc4nc3n2C)c1,0.7,0.1,5.7,i,-6.2,1.7,-10.7,1.1,-4.1
Cc1ccccc1NCC(=O)N/N=C\C=C\c1cccc([N+](=O)[O-])c1,20.5,-2.7,-4.2,i,-5.6,-3.4,5.4,2.4,4.0
CC(=O)OC(Cn1ccnc1)c1ccccc1 (centres undefined),-7.2,4.2,2.3,i,1.0,-3.9,22.5,-1.2,-1.3
Cc1nnc(SCc2ccc(Cl)cc2)n1CC1CCCO1 (centres undefined),-4.9,-1.4,1.6,i,-12.3,1.0,-6.8,-1.0,-0.8
CCC1=C(C)CN(C(=O)NCCc2ccc(S(=O)(=O)NC(=O)NC3CCC(C)CC3)cc2)C1=O (centres undefined),-0.8,0.7,5.3,i,0.1,-2.3,-3.4,-1.9,-9.2
O=C(COC(=O)Cc1cccc(C(F)(F)F)c1)NCc1ccco1,-5.2,1.5,8.1,i,-8.7,3.4,6.0,-1.2,18.0
Cc1onc(-c2ccccc2Cl)c1C(=O)Nc1ccccc1C(=O)NC(C)C,5.1,-5.0,10.8,i,-2.2,-3.4,-3.3,-1.1,-1.5
O=c1c2ccccc2nc(SCc2cccc(F)c2)n1-c1cccc(S(=O)(=O)N2CCCC2)c1,16.2,-4.2,-6.1,i,-3.8,1.2,0.8,-0.8,-14.3

# Source: PubChem (several laboratories)

# Rows were taken by chance; about 3.7% have a hit in one of these screens.
